# U2OS ROS induce: cancer cell ROS induction; U2OS ROS induction, H2DCF-DA fluorescence; ROS induction (% of piperlongumine), % at 10 µM; actives 2% (n = 46,000); in the data active = ROS induction above about 79%, passing the limit was not always enough; inconclusive = no clear call, values can overlap the other calls;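 also: 0% = DMSO vehicle median and 100% = reference compound median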
# Numbers without * were called inactive; ? = inconclusive.
SMILES,U2OS ROS induce
COc1cc(OC)c(C2=NOC(C(=O)Nc3cc(C)nn3-c3ccccc3)C2)cc1Cl (stereo unspecified),3.6
C[C@H]1CN([C@@H](C)CO)C(=O)c2cc(N(C)C)ccc2O[C@@H]1CN(C)S(C)(=O)=O,?
C[C@@H]1CN([C@@H](C)CO)C(=O)c2cc(NS(=O)(=O)c3ccc(Cl)cc3)ccc2O[C@@H]1CN(C)C(=O)Nc1ccc2c(c1)OCO2,38.8
C[C@]12CCC(=O)C=C1CC[C@@H]1[C@@H]2[C@@H](O)C[C@@]2(C)[C@H]1CC[C@]2(O)C(=O)CO,-2.4
C[C@H]1CN([C@@H](C)CO)C(=O)c2cc(NC(=O)c3ccncc3)ccc2O[C@H]1CN(C)Cc1ccc(Oc2ccccc2)cc1,48.8
COc1ccc(NC(=O)Nc2cccc3c2O[C@H](CN(C)S(=O)(=O)c2ccc(F)cc2)[C@@H](C)CN([C@H](C)CO)C3=O)cc1,-6.1
C[C@H]1CN([C@@H](C)CO)C(=O)c2cc(NC(=O)C3CCCCC3)ccc2O[C@H]1CN(C)S(=O)(=O)c1ccc(Cl)cc1,6.6
COc1ccc(NC(=O)c2cccc(Cn3cc(Br)cn3)c2)cn1,-8.3
C[C@@H]1CN([C@@H](C)CO)C(=O)c2cccc(NC(=O)C3CC3)c2O[C@H]1CN(C)CC1CCCCC1,3.2
COc1ccc2ccc(=O)oc2c1CC(O)C(C)(C)O (stereo unspecified),-5.1
C[C@H]1CN([C@@H](C)CO)C(=O)c2cccc(NC(=O)Nc3ccc(F)cc3)c2O[C@H]1CN(C)C(=O)Nc1ccc(F)cc1,18.3
C[C@H](CO)N1C[C@H](C)[C@H](CN(C)C(=O)Nc2ccc(F)cc2)Oc2ccc(NC(=O)Nc3ccc4c(c3)OCO4)cc2CC1=O,0.9
Cc1cccc(C)c1N(CC(=O)Nc1ccc(Br)cc1)S(C)(=O)=O,0.3
CNC[C@H]1Oc2c(NS(=O)(=O)c3ccccc3)cccc2C(=O)N([C@H](C)CO)C[C@@H]1C,-4.5
C[C@@H]1CN([C@H](C)CO)C(=O)c2cc(NC(=O)NC3CCCCC3)ccc2O[C@@H]1CN(C)Cc1ccc(C(F)(F)F)cc1,-7.5
Oc1cccc2ccc[n+](CC(O)Cn3c4ccccc4c4ccccc43)c12 (stereo unspecified),-10.6
Cc1ccc(S(=O)(=O)N(C)C[C@@H]2Oc3ccc(NS(C)(=O)=O)cc3CC(=O)N([C@H](C)CO)C[C@@H]2C)cc1,3.0
CC(C)NC(=O)Nc1ccc2c(c1)CC(=O)N([C@H](C)CO)C[C@@H](C)[C@H](CN(C)C(=O)NC(C)C)O2,3.1
COc1ccc(C#Cc2cnc3c(c2)C(=O)N([C@H](C)CO)C[C@H](C)[C@H](CN(C)Cc2cccc(C(F)(F)F)c2)O3)cc1OC,60.4
O=C1c2ccccc2C(=O)N1CCc1nc2c3c4c(sc3ncn2n1)CCCCC4,3.7
CN1C(=O)C(O)(CC(=O)c2ccco2)c2cc(Cl)ccc21 (stereo unspecified),-1.7
COc1ccc(S(=O)(=O)N(C)C[C@@H]2OCCCC[C@@H](C)Oc3ccc(NC(=O)NC4CCCCC4)cc3C(=O)N([C@H](C)CO)C[C@@H]2C)cc1,140.5*
Cc1ccc(S(=O)(=O)N(C)C[C@H]2Oc3c(NC(=O)CCCCCC(=O)Nc4ccccc4N)cccc3C(=O)N([C@H](C)CO)C[C@@H]2C)cc1,15.5
COCCOC(=O)N1C(=O)[C@@]2(c3ccccc31)[C@H](c1ccc(OCCO)cc1)N1[C@H](c3ccccc3)[C@H](c3ccccc3)OC(=O)[C@H]1[C@@H]2C(=O)Nc1nc2ccccc2s1,36.6
COC(=O)CCCCCCC(=O)N/N=C/c1ccccc1O,-0.1

# As entered above:
# C[C@H]1CN([C@@H](C)CO)C(=O)c2cc(NC(=O)C3CCCCC3)ccc2O[C@H]1CN(C)S(=O)(=O)c1ccc(Cl)cc1 | U2OS ROS induce = 6.6
# C[C@@H]1CN([C@@H](C)CO)C(=O)c2cc(NS(=O)(=O)c3ccc(Cl)cc3)ccc2O[C@@H]1CN(C)C(=O)Nc1ccc2c(c1)OCO2 | U2OS ROS induce = 38.8
# C[C@]12CCC(=O)C=C1CC[C@@H]1[C@@H]2[C@@H](O)C[C@@]2(C)[C@H]1CC[C@]2(O)C(=O)CO | U2OS ROS induce = -2.4

# 4 of the compounds above, with bars between the fields:
Structure | U2OS ROS induce
COc1ccc(S(=O)(=O)N(C)C[C@@H]2OCCCC[C@@H](C)Oc3ccc(NC(=O)NC4CCCCC4)cc3C(=O)N([C@H](C)CO)C[C@@H]2C)cc1 | 140.5*
Cc1ccc(S(=O)(=O)N(C)C[C@H]2Oc3c(NC(=O)CCCCCC(=O)Nc4ccccc4N)cccc3C(=O)N([C@H](C)CO)C[C@@H]2C)cc1 | 15.5
COCCOC(=O)N1C(=O)[C@@]2(c3ccccc31)[C@H](c1ccc(OCCO)cc1)N1[C@H](c3ccccc3)[C@H](c3ccccc3)OC(=O)[C@H]1[C@@H]2C(=O)Nc1nc2ccccc2s1 | 36.6
COC(=O)CCCCCCC(=O)N/N=C/c1ccccc1O | -0.1

# Three entries already listed, ordered by SMILES length, falling:
SMILES,U2OS ROS induce
COc1ccc(C#Cc2cnc3c(c2)C(=O)N([C@H](C)CO)C[C@H](C)[C@H](CN(C)Cc2cccc(C(F)(F)F)c2)O3)cc1OC,60.4
C[C@@H]1CN([C@H](C)CO)C(=O)c2cc(NC(=O)NC3CCCCC3)ccc2O[C@@H]1CN(C)Cc1ccc(C(F)(F)F)cc1,-7.5
COc1ccc(NC(=O)c2cccc(Cn3cc(Br)cn3)c2)cn1,-8.3

# Next part:
SMILES,U2OS ROS induce
Cc1cccc(OCC(=O)Nc2cccc(-c3nc4cc(C)cc(C)c4o3)c2)c1,21.7
Cc1cc(C)nc(NC(N)=NCc2ccccc2Cl)n1,19.5
CCC(C(=O)NCc1cccc(OC)c1OC)n1sc2ccccc2c1=O (stereo unspecified),-9.6
COC(=O)C[C@H]1C(C)(C)C2(Cl)O[C@@]34CC2C(=O)[C@]1(C)C3CC[C@]1(C)C4=CC(=O)O[C@H]1c1ccoc1 (stereo partly specified),-2.4
C[C@H](CO)N1C[C@H](C)[C@@H](CN(C)C(=O)Nc2cccc3ccccc23)Oc2ccc(NC(=O)Cc3ccccc3)cc2C1=O,6.9
COC(=O)CCCCCCC(=O)N/N=C/c1cccc(O)c1O,21.5
CC(C)(C)NC(=O)c1ccc(-n2nc(C(F)(F)F)c3c2-c2ccoc2CC3)cc1,55.4
C[C@@H]1CN([C@H](C)CO)C(=O)c2cc(NS(=O)(=O)c3cccs3)ccc2O[C@@H]1CN(C)CC1CCCCC1,7.1
Cc1cc(C)c(NC(=O)CN(C)S(=O)(=O)c2ccc(Cl)cc2)c(C)c1,-8.2
CC(C)NC(=O)N(C)C[C@@H]1Oc2ccc(NC(=O)Nc3ccc(C(F)(F)F)cc3)cc2CC(=O)N([C@H](C)CO)C[C@H]1C,6.8
C[C@@H]1CN([C@H](C)CO)C(=O)c2cccc(NS(=O)(=O)c3cn(C)cn3)c2O[C@H]1CN(C)S(=O)(=O)c1ccccc1,-2.7
C[C@@H]1CN([C@@H](C)CO)C(=O)c2cc(NC(=O)CCN3CCOCC3)ccc2O[C@@H]1CN(C)CC1CCCCC1,-8.5
CNC[C@H]1Oc2ccc(NC(=O)c3ccncc3)cc2CC(=O)N([C@H](C)CO)C[C@H]1C,-6.8
C[C@H]1CN([C@@H](C)CO)C(=O)c2cccc(NC(=O)Nc3cccc4ccccc34)c2O[C@H]1CN(C)S(C)(=O)=O,-0.4
C[C@H](CO)N1C[C@H](C)[C@H](CN(C)C(=O)Nc2ccc(F)cc2)Oc2c(NS(=O)(=O)c3ccc(F)cc3)cccc2C1=O,15.8
C[C@H](CO)N1C[C@H](C)[C@H](CN(C)C(=O)NC2CCCCC2)Oc2ccc(NC(=O)Nc3ccc(C(F)(F)F)cc3)cc2CC1=O,14.3
Cc1ccc(S(=O)(=O)Nc2cccc3c2O[C@@H](CN(C)Cc2ccc(C(=O)Nc4ccccc4N)cc2)[C@@H](C)CN([C@H](C)CO)C3=O)cc1,24.1
C[C@@H]1CN([C@H](C)CO)C(=O)Cc2cc(NS(=O)(=O)c3cn(C)cn3)ccc2O[C@@H]1CN(C)S(=O)(=O)c1cn(C)cn1,-9.8
C[C@@H]1CCCCO[C@@H](CN(C)C(=O)Nc2ccc(C(F)(F)F)cc2)[C@@H](C)CN([C@H](C)CO)C(=O)c2cc(NS(=O)(=O)c3cn(C)cn3)ccc2O1,4.9
Cc1ccc(SCC(C)CNC(=O)Nc2ccccc2)cc1 (stereo unspecified),-2.0
CCCNC(=O)N(C)Cc1ccccc1,-18.4
COc1ccc(CNC(=O)c2c(C)oc3c2cc(OC(C)=O)c2ccccc23)cc1,71.2
O=C(OCCSc1cnc2ccccc2n1)c1cc(Cl)cc(Cl)c1,0.6
C[C@H](CO)N1C[C@H](C)[C@@H](CN(C)S(C)(=O)=O)Oc2c(NC(=O)CCCCCC(=O)Nc3ccccc3N)cccc2C1=O,-2.9
Cc1ccc(S(=O)(=O)N(C)C[C@@H]2Oc3ccc(NC(=O)Nc4c(C)noc4C)cc3C(=O)N([C@H](C)CO)C[C@@H]2C)cc1,-4.5

# Going on with the list:
SMILES,U2OS ROS induce
COc1cccc(-c2cnc3c(c2)C(=O)N([C@H](C)CO)C[C@H](C)[C@H](CN(C)S(=O)(=O)c2ccc(C#N)cc2)O3)c1,0.8
O=S(=O)(c1ccccc1)N1CCN(Cc2cccc(OCCO)c2)CC1,2.7
C[C@@H]1CN([C@H](C)CO)C(=O)c2cc(NC(=O)C3CCCCC3)ccc2O[C@H]1CN(C)Cc1ccc(Cl)c(Cl)c1,-11.4
C[C@@H]1CN([C@@H](C)CO)C(=O)CCCn2nncc2CO[C@@H]1CN(C)S(=O)(=O)c1ccc2ccccc2c1,-14.0
CNc1[nH]c(=S)nc2sc3c(c12)CCCC3,-4.5
C[C@@H]1CN([C@H](C)CO)C(=O)c2cccc(NC(=O)c3ccc(-c4nccs4)cc3)c2O[C@H]1CN(C)S(=O)(=O)c1ccc(F)cc1,0.3
C[C@H](CO)N1C[C@H](C)[C@@H](CN(C)S(=O)(=O)c2ccc(Cl)cc2)Oc2ccc(NC(=O)C3CCCCC3)cc2C1=O,-3.9
C[C@@H]1CN([C@@H](C)CO)C(=O)CCCn2cc(nn2)CO[C@H]1CN(C)CC1CCCCC1,-1.0
C[C@@H]1CN([C@H](C)CO)C(=O)c2cccc(NC(=O)Nc3ccccc3)c2O[C@H]1CN(C)S(=O)(=O)c1cn(C)cn1,3.7
C=C(COC(C)=O)[C@@H]1Cc2cc(C(C)=O)ccc2O1,-14.2
Cc1noc(C)c1NC(=O)Nc1ccc2c(c1)C(=O)N([C@H](C)CO)C[C@@H](C)[C@H](CN(C)Cc1ccc3c(c1)OCO3)O2,-4.7
CC(C)NC(=O)N(C)C[C@H]1Oc2c(NC(=O)C3CC3)cccc2C(=O)N([C@@H](C)CO)C[C@@H]1C,-1.5
C=CCN1CCc2c(cc(O)c(O)c2Br)[C@@H](c2ccccc2)C1,-0.9
C[C@@H]1CN([C@@H](C)CO)C(=O)c2cc(NC(=O)CCN3CCOCC3)ccc2O[C@@H]1CN(C)C(=O)Nc1ccc(F)cc1,-8.2
O=C(N/N=C/c1ccc2c(c1)CCO2)c1ccccn1,-5.8
Cc1cc(C)nc(SCC(=O)c2ccccc2)n1,7.4
CN(C(Cc1ccc(OS(=O)(=O)c2cccc3cnccc23)cc1)C(=O)N1CCN(c2ccccc2)CC1)S(=O)(=O)c1cccc2cnccc12 (stereo unspecified),66.6
O=C(COc1ccccc1)NCC(=O)Nc1nc(CC23CC4CC(CC(C4)C2)C3)cs1,24.8
COc1ccc(C2C(C(=O)Nc3ccccc3)=C(C)Nc3ncnn32)cc1O (stereo unspecified),-18.5
CCOC(=O)c1c(NC(=S)Nc2ccsc2C(=O)OC)sc(C)c1-c1ccccc1,-18.5
C[C@H]1CN([C@@H](C)CO)C(=O)Cc2cc(NS(=O)(=O)c3ccc(F)cc3)ccc2O[C@H]1CN(C)C,-1.5
C[C@@H]1CN([C@@H](C)CO)C(=O)c2cc(NC(=O)c3ccncc3)ccc2O[C@@H]1CN(C)S(=O)(=O)c1ccc(Cl)cc1,-0.3
C[C@H](CO)N1C[C@H](C)[C@H](CN(C)Cc2ccncc2)Oc2ccc(NC(=O)CCCCCC(=O)Nc3ccccc3N)cc2C1=O,-4.9
Cc1noc(C)c1NC(=O)Nc1cccc2c1O[C@@H](CN(C)Cc1ccc3c(c1)OCO3)[C@@H](C)CN([C@@H](C)CO)C2=O,-6.5
C[C@H](CO)N1C[C@H](C)[C@H](CN(C)Cc2ccc3c(c2)OCO3)Oc2ccc(NC(=O)Nc3cccc4ccccc34)cc2CC1=O,8.3

# More results follow:
SMILES,U2OS ROS induce
COC(=O)c1ccc([C@@H]2C=C(C(=O)N3CCN(Cc4ccc5c(c4)OCO5)CC3)O[C@H](OCc3ccc(CO)cc3)C2)cc1,99.8*
CCc1nc(SCC(=O)Nc2ccc([N+](=O)[O-])cc2)n[nH]1,-7.0
C[C@@H]1CN([C@H](C)CO)C(=O)c2cccc(NC(=O)Nc3ccc4c(c3)OCO4)c2O[C@H]1CN(C)Cc1ccc(Cl)c(Cl)c1,42.1
C[C@H]1CN([C@@H](C)CO)C(=O)c2cc(NC(=O)Cn3cnnn3)ccc2O[C@H]1CN(C)C(=O)Nc1ccc(F)cc1,-10.6
Cc1cccc(NC(=O)Nc2nnc(N3CCCCC3C)s2)c1C (stereo unspecified),-9.3
C[C@@H]1CCCCO[C@H](CN(C)C(=O)Cc2ccccc2)[C@@H](C)CN([C@H](C)CO)C(=O)c2cc(NC(=O)CCC(F)(F)F)ccc2O1,-3.2
CC(C)N1CN=C(Nc2nc3ccccc3o2)NC1,-8.1
C[C@@H]1CN([C@@H](C)CO)C(=O)c2cc(NC(=O)Nc3ccc(F)cc3)ccc2O[C@H]1CN(C)Cc1ccc(C(=O)O)cc1,15.2
C[C@H](CO)N1C[C@H](C)[C@H](CN(C)Cc2ccc(Cl)c(Cl)c2)Oc2ccc(NC(=O)C3CCCCC3)cc2C1=O,18.0
C[C@H]1CN([C@@H](C)CO)C(=O)c2cccc(NS(=O)(=O)c3ccc(F)cc3)c2O[C@@H]1CN(C)S(=O)(=O)c1cn(C)cn1,-1.1
CCC(=O)NC(c1ccco1)c1cc(Cl)c2cccnc2c1O (stereo unspecified),2.6
CCn1c(C(=O)N2CCCC(C(=O)O)C2)cc2sccc21 (stereo unspecified),-14.1

# Not all compounds are listed, so the mix of outcomes need not match the whole.
